Assay outcomes (PubChem)
HT1080 IDH1KD tx: kills HT-1080 cells with IDH1 knockdown; HT-1080 IDH1 knockdown viability, ATP luminescence, 48 h; actives 2% (n = 360,000); Potency, µM (titrated, usually from 46.1 µM), inactives show top-dose activity, negative = toxicity, most hits filed as cytotoxic;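 also: potency is read from the fitted curve at half-maximal effect; 0% = DMSO wells and -100% = cell-free medium wells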
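% activity derives from luminescence (CellTiter-Glo), normalised to DMSO and no-cell wells. HT-1080-IDH1KD cells, 750/well, had 48 h compound exposure at 37 °C.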
KB-3-1 cytotox: kills parental KB-3-1 adenocarcinoma cells. KB-3-1 viability, CellTiter-Glo ATP luminescence, 72 h. Potency, µM (series often up to 46.1 µM), for inactives: at the top dose activity change, negative = cytotoxic, actives largely listed as cytotoxic. actives 1.4% (n = 400,000); also: potency is read from the fitted curve at half-maximal effect; % is scaled to controls: 0 for no effect and ±100 for the full control effect; nearly all actives have a fitted effect of over 60% in size
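Parental KB-3-1 viability, qHTS format: 72 h compound exposure, 37 °C; CellTiter-Glo; media-only wells and DMSO plates as controls; concentration-effect fits on corrected data.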
HT1080NT lethal: kills 2HG-producing HT-1080-NT fibrosarcoma cells | HT-1080-NT fibrosarcoma viability, CellTiter-Glo ATP luminescence, 48 h | actives 1.6% (n = 360,000) | Potency, µM (doses to about 46.1 µM), inactives show at the top dose activity, negative = less viability, most hits filed as cytotoxic;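 also: NT is the 2HG producing partner of a matched IDH1 knockdown line; potency is read from the fitted curve at half-maximal effect; 0% = DMSO-treated cells and -100% = media-only wells without cells; nearly all actives have a fitted effect of over 55% in size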
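Toxicity toward the 2HG-producing NT line was scored as %Activity, normalised to DMSO and no-cell wells, from CellTiter-Glo luminescence after 48 hours' treatment.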
IL1B secr inh: blocks inflammasome-driven IL-1 beta release; THP-1 LPS/ATP IL-1B secretion, AlphaLISA, 16 h; stronger effect = lower value; activity change, % at 57.5 µM; actives 4.7% (n = 360,000); AID 743279; in the data active = activity change below about -50%; inconclusive = mostly about -30% to -49%; also: % is scaled to controls: 0 for no effect and ±100 for the full control effect
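Secreted IL-1B measured by AlphaLISA bead assay after 16 h compound exposure of THP-1 cells; compounds (final up to 57.5 uM) added 1 h before LPS (250 ng/mL) and ATP (1.25 mM) stimulation; lower signal means less secretion.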
DRD3 agonist: D3 dopamine receptor (human) agonism. max activation, %. D3R DiscoveRx beta-arrestin cells, luminescence, 90 min. AID 652048. actives 0.58% (n = 410,000); in the data active = max activation above about 30%; also: 0% is about no effect; mostly tested at two doses, the higher about 12 µM
Target sequence (P35462 whole entry, looked up): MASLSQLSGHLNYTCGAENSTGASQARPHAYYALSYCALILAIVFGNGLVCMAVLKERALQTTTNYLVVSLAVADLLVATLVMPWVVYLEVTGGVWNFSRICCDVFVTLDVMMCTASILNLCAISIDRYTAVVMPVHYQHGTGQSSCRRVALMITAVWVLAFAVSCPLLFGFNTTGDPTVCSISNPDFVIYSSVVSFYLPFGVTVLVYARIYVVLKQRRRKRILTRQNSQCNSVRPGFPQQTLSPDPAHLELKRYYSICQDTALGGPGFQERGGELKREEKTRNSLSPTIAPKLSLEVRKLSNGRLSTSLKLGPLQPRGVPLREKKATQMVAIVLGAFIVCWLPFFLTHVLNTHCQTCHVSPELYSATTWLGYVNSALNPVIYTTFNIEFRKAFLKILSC
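Agonist-mode cell screen: cells plated at 1500/well and incubated overnight at 37 °C, then exposed to library compounds for 90 min at 37 °C. Detection reagent was added for 30–60 min at room temperature, and luminescence was read.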
SW480 rereplic: induces DNA re-replication in SW480 colon adenocarcinoma cells; actives 1.8% (n = 340,000); Potency, µM (series often up to 46.1 µM), inactives show at the highest dose re-replication activation, usual class: activators; SW480 DNA re-replication, Hoechst DNA content imaging, 48 h; AID 624297; also: potency is read from the fitted curve at half-maximal effect; % of control where 0% means no effect; nearly all actives have a fitted effect of over 55% in size
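DNA re-replication was detected as more nuclei of elevated Hoechst intensity after 48 hr exposure to compound (23 nL pinned per well of 250 cells).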
KB-V1 cytotox: kills drug-selected multidrug resistant KB-V1 cells; KB-V1 MDR cells viability, CellTiter-Glo, 72 h; Potency, µM (highest dose often 46.1 µM), without a hit: at the highest dose activity change, negative = cytotoxicity, actives largely listed as cytotoxic; actives 3.4% (n = 400,000); AID 1347076; also: potency is read from the fitted curve at half-maximal effect; % is scaled to controls: 0 for no effect and ±100 for the full control effect; nearly all actives have a fitted effect of over 60% in size
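Drug-selected KB-V1 cells, grown in DMEM lacking phenol red with 10% FBS, receive compound titrations; after three days at 37 degrees C, surviving cell ATP is quantified by CellTiter-Glo luminescence and responses normalized and curve-fitted.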
GLP1R ag: agonists of human GLP-1 receptor. P43220. HEK293 GLP-1R CRE-luciferase, luminescence, 4-6 h; cells express a hypersensitive GLP-1R form. Potency, µM (doses to about 45.6 µM), for inactives: at the highest dose activation, actives largely listed as activators. actives 0.007% (n = 380,000); also: potency is read from the fitted curve at half-maximal effect; % of control where 0% means no effect
Target sequence (P43220 whole entry, looked up): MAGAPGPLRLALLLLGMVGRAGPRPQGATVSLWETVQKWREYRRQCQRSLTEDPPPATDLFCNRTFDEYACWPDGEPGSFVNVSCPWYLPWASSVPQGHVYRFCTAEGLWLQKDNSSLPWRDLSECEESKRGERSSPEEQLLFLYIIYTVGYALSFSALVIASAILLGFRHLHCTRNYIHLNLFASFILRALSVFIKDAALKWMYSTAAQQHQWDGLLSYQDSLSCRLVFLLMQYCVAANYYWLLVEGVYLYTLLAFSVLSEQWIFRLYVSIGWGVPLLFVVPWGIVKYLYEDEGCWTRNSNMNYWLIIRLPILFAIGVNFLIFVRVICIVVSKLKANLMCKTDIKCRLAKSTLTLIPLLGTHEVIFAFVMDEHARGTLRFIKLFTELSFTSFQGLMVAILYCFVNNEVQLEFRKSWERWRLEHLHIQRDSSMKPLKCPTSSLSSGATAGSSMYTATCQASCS
DRD3 antagonist: D3 dopamine receptor (human) antagonism; max response, negative = inhibition, %; actives 2.5% (n = 360,000); D3R cells, DiscoveRx beta-arrestin luminescence, antagonist mode; stronger effect = lower value; P35462; in the data active = max response below about -50%; inconclusive = no clear call, values can overlap the other calls; also: % is scaled to controls: 0 for no effect and ±100 for the full control effect; mostly tested at two doses, the higher about 12 µM
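Cells expressing the human receptor were seeded at 1500 cells/well, incubated overnight at 37 degrees C in 5% CO2, then exposed to library compounds with dopamine controls for 90 minutes at 37 degrees C before luminescent detection.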
* = called active by the depositor; ? = inconclusive; / = no result given; [ ] = remark or other dose. Unless noted, calls follow the shape of the dose curve; as a rule, active = well fitted curve in the direction sought with a large enough effect; inconclusive = small, poorly fitted or top-dose-only effect, or another doubt; inactive = no such curve, though single readings can be large; an effect the other way counts as inactive or inconclusive. Rows were taken by chance. About 12% of those tested had a hit in this group.

nr | mol | HT1080 IDH1KD tx | KB-3-1 cytotox | HT1080NT lethal | IL1B secr inh | DRD3 agonist | SW480 rereplic | KB-V1 cytotox | GLP1R ag | DRD3 antagonist
1 | COc1cc(Br)c(CN2CCCN(C)CC2)cc1OC | 3.6% | 2.1% | 0.8% | -8.7 | 0.6 | -9.0% | -11.5% | 5.1% | -11.1
2 | CC(C)c1ccc(NC(=O)Cn2nnc(C(=O)NCc3cccs3)c2N)cc1 | / | 0.8% | / | / | -9.3 | / | 8.3% | 0.2% | /
3 | Cc1ccc(O)c(-c2cc(C(=O)NCc3ccncc3)[nH]n2)c1 | -0.9% | 1.0% | -1.8% | 12.6 | -6.8 | -15.3% | 4.7% | 5.3% | 5.0
4 | O=C(NCc1nnc2c3ccccc3c(-c3ccccc3)nn12)c1ccccc1Cl | 8.8% | 1.5% | -13.8% | 46.6 | 0.9 | 0.2% | 1.2% | 7.6% | 8.7
5 | COc1ccc(OCC(=O)Nc2cc(OC)cc(OC)c2)cc1 | -27.8% | 2.6% | -5.4% | 10.1 | -4.5 | ? | 9.0% | 0.5% | 3.8
6 | COc1cc(/C=C(\C#N)C(N)=O)ccc1OCc1c(C)no[n+]1[O-] | 1.2% | 2.2% | -0.5% | -0.7 | 2.1 | -23.9% | ? | -3.6% | 15.0
7 | CCOc1cc(/C=N/n2c(COc3ccccc3)n[nH]c2=S)ccc1O | -4.0% | -2.6% | -15.8% | 35.4 | -1.3 | -6.7% | -5.2% | -4.0% | -8.1
8 | Cc1ccc(O)c(C2=Nc3ccccc3N=C(c3ccco3)C2)c1 | ? | 6.7% | ? | 14.3 | -1.4 | -2.2% | -0.8% | -6.0% | 17.7
9 | Cc1ccc(C(C)C)c(OCC(=O)NN=C2CCCCCCC2)c1 | -8.8% | 7.6% | -5.3% | 3.7 | -1.4 | ? | 9.3% | 0.3% | 6.2
10 | CCC/C=C(\CCC)C(NC(=O)Cc1ccccc1)c1ccc(C(=O)OC)cc1 (stereo not drawn) | -13.9% | ? | -1.8% | ? | -30.4 | ? | -48.2% | -5.9% | -1.3
11 | CN(C)S(=O)(=O)c1ccc(NC(=O)COc2ncnc3sccc23)cc1 | 1.2% | 10.2% | 4.3% | 14.3 | -0.7 | 0.2% | 1.3% | 2.2% | 6.8
12 | COc1ccccc1N1C(=O)CC(N2CCN(c3ccc(F)cc3)CC2)C1=O (stereo not drawn) | -0.1% | -32.8% | -2.2% | -1.8 | 3.9 | -1.3% | -17.4% | 2.6% | -1.3
13 | O=S(=O)(Nc1ccc2cn[nH]c2c1)c1cc(Br)ccc1Br | -9.5% | 0.0% | -11.2% | -2.2 | 3.2 | 0.4% | 5.7% | -2.6% | 7.6
14 | O=C(NC1CCCCCC1)C1CC(=O)N(c2ccc(Cl)cc2)C1 (stereo not drawn) | 1.3% | 15.3% | 4.1% | 13.6 | -4.4 | 1.7% | -8.3% | 3.5% | -1.5
15 | COc1ccc(C(=O)Nc2ccc3c(c2)OCCO3)cc1S(=O)(=O)N1CCOCC1 | 4.4% | 0.0% | -0.9% | -10.8 | -4.0 | -0.5% | 8.6% | 6.0% | -0.7
16 | COc1ccc2occ(C(=O)c3ccc(N=C(C)N(C)C)cc3)c2c1 | -29.7% | ? | -28.8% | -57.0* | -7.3 | 2.0% | ? | 11.7% | 11.6
17 | Cn1c(=O)cc(SCC(=O)N2CCCC2)c2ccccc21 | 27.8% | 0.0% | 20.9% | 4.1 | 3.9 | -4.6% | -13.1% | 5.5% | 10.2
18 | CN1C(C(=O)NCc2ccc(OC(F)(F)F)cc2)CC2Cn3c(nc4cc5ccccc5cc43)C21 (stereo not drawn) | 0.3% | 0.0% | 5.4% | 31.2 | -5.9 | -7.1% | -5.1% | -0.2% | 34.8
19 | O=C(Cc1cccc2ccccc12)NN1C(=O)CSC1=S | -1.1% | 0.3% | 5.1% | 5.9 | 3.1 | -1.8% | 11.5% | 0.1% | -5.2
20 | O=C(O)CCC(=O)N1CCN(c2ccc(C(=O)c3ccc(F)cc3)cc2)CC1 | -1.7%[9.24 µM] | 0.0% | 0.9% | 1.5 | -11.6 | -8.8% | -13.2% | 1.9% | 0.0
21 | CC(OC(=O)c1cc2sccc2n1C)C(=O)NCc1ccc(F)cc1 (stereo not drawn) | ? | -9.9% | -18.7% | -0.1 | -1.4 | -2.3% | ? | 6.7% | -0.2
22 | COc1ccccc1C1NC(=O)NC(C)=C1C(=O)OCc1ccccc1 (stereo not drawn) | -9.9% | 1.5% | -10.3% | -16.5 | 3.8 | 53.7% | -17.6% | 8.2% | 6.3
23 | O=C(COC(=O)c1cc(=O)c2ccccc2o1)NC1CCCC1 | 0.3% | 2.5% | 1.7% | 2.4 | 11.0 | -5.6% | 5.9% | 0.7% | 4.1
24 | CC(C)CCn1c(N2CCN(c3cccc(Cl)c3)CC2)nc2c1c(=O)[nH]c(=O)n2C | -1.8% | ? | -1.2% | 0.0 | -2.7 | -3.5% | ? | 3.4% | 33.3
25 | Cc1ccc(S(=O)(=O)N2CCN(C(=O)c3ccccc3)CC2)c(C)c1NS(C)(=O)=O | -4.2% | -10.7% | -8.8% | 10.9 | 0.6 | -16.2% | -21.1% | -0.4% | 3.0
26 | Cc1ccc(S(=O)(=O)/N=C2/NC(=O)/C(=C/c3cccnc3)S2)cc1 | ? | ? | ? | -3.4 | -7.6 | 1.0% | -0.9% | 23.3% | 0.0
27 | CN(C)CCN(Cc1ccco1)S(=O)(=O)c1ccc(-c2ccc(=O)[nH]n2)s1 | 7.6% | -1.7% | 20.6% | 7.5 | -10.8 | -2.1% | 1.1% | 8.3% | -17.3
28 | Cc1c(C)c2ccc(OS(C)(=O)=O)c(C)c2oc1=O | 28.5% | 8.7% | 20.4% | 12.0 | -0.8 | -5.5% | -8.6% | 5.6% | -19.7
29 | CC(C)C1(CCNC(=O)c2cccs2)CCOC(C)(C)C1 (stereo not drawn) | -0.5% | -3.6% | 7.1% | -10.8 | 1.1 | -5.4% | ? | 0.2% | -14.1
30 | CC(C)Oc1cccc(-c2nnc(SCC(=O)Nc3ccc4c(c3)OCCO4)n2N)c1 | 6.6% | 5.2% | 4.7% | -5.3 | 2.8 | 6.5% | -24.9% | -15.0% | -18.7
31 | Cc1cc(Br)ccc1NC(=O)CN1C(=S)NC(C)(C)CC1C (stereo not drawn) | 2.7% | 4.3% | -17.8% | -8.4 | -5.3 | -2.9% | ? | -0.7% | -7.2
32 | CC1(C)CC(=O)C=C(NC2CCCCC2)C1 | 12.4% | 2.2% | 6.8% | 7.8 | 8.8 | 0.1% | ? | 0.8% | -27.5
33 | COCCCN(C(=O)CCOc1ccccc1C)c1c(N)n(Cc2ccccc2)c(=O)[nH]c1=O | 11.3% | 5.5% | -4.9% | -15.8 | 3.0 | -422.3%[inhibitor] | 14.8% | 13.6% | -4.4
34 | N#Cc1c(Nc2ccccc2)sc(C(=O)C2CC2)c1N | -0.5% | 0.0% | -0.6% | -3.3 | 13.4 | -2.7% | ? | 16.9% | 9.8
35 | COc1ccc(CCNC(=O)COC(=O)c2cc(=O)[nH]c3ccccc23)cc1 | 1.0% | -1.0% | -1.9% | 15.5 | -5.7 | -7.0% | 22.1% | 0.1% | -21.7
36 | CC[C@@]12C(=O)N(c3ccc(C)cc3)C(=O)N1[C@H](c1ccc(OC)cc1)[C@@H]1C(=O)N(C(C)(C)C)C(=O)[C@@H]12 | 6.7% | 14.7% | 0.0% | 14.4 | 1.6 | 6.6% | ? | -3.8% | 13.0
37 | CCN(CC)CCNC(=S)NC(=O)c1cn(-c2ccccc2)nc1-c1ccc(OC)cc1 | ? | -8.3% | -18.6% | ? | -20.6 | ? | 8.4% | 19.1% | ?
38 | Cc1ccc(S(=O)(=O)N2CCN(C(=O)C(C)Cn3nc(C)c(C)c3C)CC2)cc1C (stereo not drawn) | -4.7% | -7.6% | 13.2% | 10.3 | 9.4 | -24.5% | 2.7% | 7.8% | 10.4
39 | CC(NC(=O)Nc1ccccc1)C(c1cccs1)N1CCOCC1 (stereo not drawn) | 4.2% | -12.4% | 4.7% | 0.8 | -1.6 | -2.2% | 5.9% | -0.6% | 1.5
40 | Cc1nc(NC(=O)c2ccc(Br)s2)sc1C(=O)N(C)C | 3.8% | 7.1% | 7.9% | ? | 2.6 | -2.4% | -28.0% | -2.4% | -68.8*
41 | CCOC(=O)CNC(=O)CSc1ncccc1-c1nc2ccccc2[nH]1 | -3.5% | 11.5% | -1.8% | 16.2 | 3.5 | 1.3% | 7.5% | 11.4% | -9.3
42 | O=C(/C=C/c1cccs1)N1CCN(c2ccc(O)cc2)CC1 | ? | ? | ? | -1.5 | 2.9 | ? | -14.6% | 11.2% | -14.3
43 | CN(C)/C=C(/C(=O)c1ccc(Cl)cc1Cl)S(=O)(=O)c1ccc(Cl)cc1 | 7.8% | 16.1% | 1.2% | 11.5 | -3.7 | -7.2% | 10.6% | -1.4% | 1.2
44 | Cc1cc(N2CCC(C)CC2)n2ncc(-c3ccccc3)c2n1 | -0.3%[9.24 µM] | -21.8% | -2.0% | -13.6 | 0.6 | -6.4% | ? | 0.3% | -7.8

Results in DRD3 antagonist, KB-V1 cytotox and HT1080NT lethal, for some of the entries so far:
entry	SMILES	DRD3 antagonist	KB-V1 cytotox	HT1080NT lethal
20	O=C(O)CCC(=O)N1CCN(c2ccc(C(=O)c3ccc(F)cc3)cc2)CC1	0.0	-13.2%	0.9%
21	CC(OC(=O)c1cc2sccc2n1C)C(=O)NCc1ccc(F)cc1 (stereo not drawn)	-0.2	?	-18.7%
22	COc1ccccc1C1NC(=O)NC(C)=C1C(=O)OCc1ccccc1 (stereo not drawn)	6.3	-17.6%	-10.3%
